FXIa inh 1536: inhibitors of human coagulation factor XIa; P03951; purified FXIa, Boc-Glu-Ala-Arg-AMC fluorogenic substrate; inhibition, % at 5 µM; 220,000 tested, 0.14% active;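 active means inhibition of at least 40%; inactive means inhibition below 40%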;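 further: fluorescence of freed AMC excited at 355 nm; 0% = enzyme without compound and 100% = no enzyme blank; many of its hits are not listed in these tables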
Tb hexokinase: T. brucei hexokinase 1 inhibition | 220,000 tested, 0.11% active | recombinant TbHK1, G6PDH-coupled NADH A340 | inhibition, % at 10 µM;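 active means inhibition of 50% or more in the single-dose primary screen; inactive means inhibition below 50%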
TNF death inh: blocks TNF-alpha induced death of Jurkat FADD-/- cells; AID 463075; 220,000 tested, 0.068% active; activation (protection from cell death), % at 10 µM; Jurkat FADD-/- TNF necroptosis rescue, ATP luminescence, 24 h; 0 = TNF only, 100 = no-TNF cells;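 active means activation, meaning protection from cell death, of at least 50% relative to plate controls; inactive means activation below 50%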;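 further: necroptosis triggered by 40 ng/mL TNF-alpha added together with compound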
CHOP inhibitor: inhibitors of CHOP induction in ER stress response. CHO-K1 CHOP-promoter luciferase, tunicamycin-induced, 15-18 h. inhibition, % at 10 µM. 220,000 tested, 3.8% active. AID 2732;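 active means compounds that reduced the stress-induced luciferase reporter signal by more than about 70% of percent inhibition, limit read from the data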;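 further: 0% = tunicamycin plus vehicle and 100% = wells without tunicamycin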
Wee1 stabilizer: human Wee1 degradation inhibition, primary screen; P30291; HeLa Luc-Wee1K328M stability, luciferase luminescence; 100% = proteasome inhibitor MG132 effect; reporter increase, % at 5 µM; 220,000 tested, 1.2% active; AID 1321;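 active means activation above the mean of all tested compounds plus 3 SD, set per screening run, cut at about 8.8% in these data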;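 further: cells exposed to compound for 20 h before luminescence read; 0% = DMSO alone and 100% = MG132 at 30 µM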
zVAD death inh: blocks zVAD induced death of L929 cells; L929 zVAD necroptosis rescue, ATP luminescence, 24 h; with zVAD 60 µM; viability rescue, % at 10 µM; 220,000 tested, 0.38% active; AID 1377;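 active means activation, scaled between plate controls, above about 75%, limit read from the data; inactive means activation under that limit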;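 further: 0% = zVAD with DMSO and 100% = DMSO alone without zVAD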
PPC-1+TRAIL kill: PPC-1 cancer cell killing with TRAIL present; PPC-1 cells + TRAIL, ATPLite viability luminescence; cell killing (% activity), % at 4 µM; 220,000 tested, 0.41% active; AID 1443;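 active means cell killing above 50% in the first pass at 4 µM, then a duplicate retest at 5 µM averaging 50% or more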;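 further: plate controls were cells with TRAIL plus DMSO for no effect and medium-only wells lacking cells for full effect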
FXIIa inh: factor XIIa (human) inhibition. AID 800. P00748. purified FXIIa, Boc-QGR-AMC fluorogenic substrate, 2 h. 220,000 tested, 0.3% active. inhibition, % at 5 µM; in the data active means inhibition above about 40%;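 further: 0% = enzyme with no compound and 100% = blank without enzyme; many of its hits are not listed in these tables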
Target sequence (P00748 20-372 limits assumed): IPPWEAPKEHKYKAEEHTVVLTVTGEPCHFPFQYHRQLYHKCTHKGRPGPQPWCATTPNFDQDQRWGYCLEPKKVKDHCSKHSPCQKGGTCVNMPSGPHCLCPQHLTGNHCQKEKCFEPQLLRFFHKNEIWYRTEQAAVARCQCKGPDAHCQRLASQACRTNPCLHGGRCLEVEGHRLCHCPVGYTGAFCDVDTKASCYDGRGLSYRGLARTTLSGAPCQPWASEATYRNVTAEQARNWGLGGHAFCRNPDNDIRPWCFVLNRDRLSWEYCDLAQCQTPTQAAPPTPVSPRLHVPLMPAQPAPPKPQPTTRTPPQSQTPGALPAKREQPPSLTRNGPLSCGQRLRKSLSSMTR
Target sequence (P00748 373-615 limits assumed): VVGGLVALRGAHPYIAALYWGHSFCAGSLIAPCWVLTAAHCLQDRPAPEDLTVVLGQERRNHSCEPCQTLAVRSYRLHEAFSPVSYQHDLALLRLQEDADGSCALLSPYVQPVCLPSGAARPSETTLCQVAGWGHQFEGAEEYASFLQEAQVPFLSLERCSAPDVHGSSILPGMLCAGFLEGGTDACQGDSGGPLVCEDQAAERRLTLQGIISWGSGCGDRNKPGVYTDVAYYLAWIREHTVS
EP2 antag: EP2 receptor (human) inhibition. P43116. 260,000 tested, 0.52% active. C6 glioma cells expressing human EP2, cAMP TR-FRET; cells stimulated with saturating PGE2. inhibition, % at 25 µM. AID 1422;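 active means percent inhibition above 40 after rounding to a whole number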;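 further: rat C6 glioma host cells with rolipram phosphodiesterase inhibitor present; the protocol text gives 20 µM as final concentration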
Target sequence (P43116 whole entry, looked up): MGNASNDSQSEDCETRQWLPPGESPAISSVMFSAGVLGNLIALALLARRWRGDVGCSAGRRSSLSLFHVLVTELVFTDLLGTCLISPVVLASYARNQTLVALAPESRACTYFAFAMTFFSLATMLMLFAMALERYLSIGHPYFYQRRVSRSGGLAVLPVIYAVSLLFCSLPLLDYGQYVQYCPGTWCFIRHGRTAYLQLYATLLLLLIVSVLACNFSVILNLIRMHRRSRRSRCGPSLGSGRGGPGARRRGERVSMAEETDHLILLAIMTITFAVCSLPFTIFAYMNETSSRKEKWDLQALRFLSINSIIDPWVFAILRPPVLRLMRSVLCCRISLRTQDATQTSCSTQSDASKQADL
* marks the source's active call; other numbers are inactive results; . = not tested or not shown. An excerpt. The share of hits here may be higher or lower than overall.

SMILES	FXIa inh 1536	Tb hexokinase	TNF death inh	CHOP inhibitor	Wee1 stabilizer	zVAD death inh	PPC-1+TRAIL kill	FXIIa inh	EP2 antag
CCn1c(=O)cc(OCC(=O)N2CCC3(CC2)OCCO3)c2ccccc21	5	-8	-1.0	25	-2	0.6	9	20	2
C=CCN1C(=O)NC(=O)/C(=C/c2ccc(OC)c(CSc3ccccn3)c2)C1=O	-4	-3	-0.8	-51	-1	0.4	17	8	4
C=C1[C@@H](C)[C@H]2[C@H](Cc3ccccc3)NC(=O)[C@]23OC(=O)/C=C/[C@H](O)CCC[C@@H](C)C/C=C/[C@H]3[C@@H]1O	.	.	.	-61	-1	.	35	.	23
O=C(NC(c1ccc(Cl)cc1)P(=O)(Oc1ccccc1)Oc1ccccc1)OCc1ccccc1 (stereo unspecified)	5	-17	-1.3	3	-1	0.6	10	10	12
CN(C=O)CP(=O)(O)CN(C)C=O	-5	13	-0.5	-13	0	0.0	9	7	15
Cc1nc2ccccc2c(=O)n1-n1cnnc1	-10	-6	0.5	11	-1	0.3	1	11	15
CCN(CC)CCN=Cc1c(O)n(Cc2ccco2)c(=O)[nH]c1=O	-1	-11	4.9	9	-1	0.1	-1	4	2
O=C1/C(=C\c2ccccc2)C2OCC=C3CN4CCC56c7ccccc7N1C5C2C3CC46 (stereo unspecified)	1	-41	13	7	0	33	24	9	10
Cc1ccc(O)c(CN2CCN(c3ccccc3)CC2)c1	-1	2	-0.5	61	3	0.1	25	12	8
COc1ccc(C2=CC(c3ccc(OC)c(OC)c3)c3c(c4ccccc4oc3=O)O2)cc1OC (stereo unspecified)	2	-19	-11	4	7	-0.5	20	14	2
O=[N+]([O-])c1cc([As](=O)(O)c2ccc(O)c([N+](=O)[O-])c2)ccc1O	-6	-5	-0.3	8	0	-0.3	13	10	12
CCCOP(=O)(OCCC)C(NC(=O)c1cc(OC)c(OC)c(OC)c1)c1ccccc1 (stereo unspecified)	0	-6	-3.4	-26	-1	1.1	2	-4	3
O=C1/C(=C/c2ccc([N+](=O)[O-])cc2)N2CCC1CC2	7	-27	4.0	4	-3	1.0	14	14	4
O=C(NCC(c1cccnc1)N1CCN(c2ccccc2)CC1)Oc1ccccc1 (stereo unspecified)	12	3	-0.9	-27	-1	0.2	-22	23	2
O=C1NC(=O)N(c2ccc3c(c2)OCO3)C(=O)/C1=C/c1ccc(N2CCCCC2)o1	6	2	0.0	1	-2	0.0	1	19	18
CC/C(=N\Nc1cccc2ccccc12)c1c(O)[nH]c(=O)[nH]c1=O	-11	-12	-2.8	11	-3	1.4	5	-2	12
Cc1ccc(NP(=O)(Oc2ccccc2F)Oc2ccccc2F)cc1C	-3	5	0.3	30	-2	1.6	5	1	4
C=CCN1C(=O)NC(=O)/C(=C/c2cnc(SC)nc2)C1=O	2	-2	-3.6	-13	-1	0.3	-2	13	5
O=P(C(Cl)Cl)(N1CCCCC1)N1CCCCC1	0	23	-0.3	-6	-1	0.2	0	9	4
CC(C)(C)C(=O)OC[N+](C)(C)CCOC(=O)C(O)(c1ccccc1)C1CCCC1 (stereo unspecified)	-2	16	0.3	21	0	-0.2	17	5	11
Cc1ccsc1C(=O)C1CCCN(Cc2sc(N(C)C)nc2Cl)C1 (stereo unspecified)	1	-1	-0.3	27	-1	0.1	-3	11	7
CCCCCCn1c(=O)c(C(=O)Nc2c(C)n(C)n(-c3ccccc3)c2=O)c(O)c2ccccc21	3	-20	-1.5	90*	1	-1.1	32	10	5
CC(C)Oc1cccc(C(=O)C2CCCN(Cc3ccon3)C2)c1 (stereo unspecified)	2	2	0.5	11	-1	-0.5	18	9	2
CCC(=NCCO)c1c(O)n(C2CCCCC2)c(=O)[nH]c1=O	-1	5	-0.7	14	0	-0.2	-8	1	-1
Cc1ccc2c(c1)C1CN(C)CCC1N2C(=O)Cn1nnc(-c2ccccc2F)n1 (stereo unspecified)	-4	-6	-0.2	4	-1	1.2	-2	5	9

Sorted by SMILES length (descending): 11 of the compounds above
SMILES	FXIa inh 1536	Tb hexokinase	TNF death inh	CHOP inhibitor	Wee1 stabilizer	zVAD death inh	PPC-1+TRAIL kill	FXIIa inh	EP2 antag
CCCCCCn1c(=O)c(C(=O)Nc2c(C)n(C)n(-c3ccccc3)c2=O)c(O)c2ccccc21	3	-20	-1.5	90*	1	-1.1	32	10	5
O=[N+]([O-])c1cc([As](=O)(O)c2ccc(O)c([N+](=O)[O-])c2)ccc1O	-6	-5	-0.3	8	0	-0.3	13	10	12
COc1ccc(C2=CC(c3ccc(OC)c(OC)c3)c3c(c4ccccc4oc3=O)O2)cc1OC (stereo unspecified)	2	-19	-11	4	7	-0.5	20	14	2
O=C1NC(=O)N(c2ccc3c(c2)OCO3)C(=O)/C1=C/c1ccc(N2CCCCC2)o1	6	2	0.0	1	-2	0.0	1	19	18
O=C1/C(=C\c2ccccc2)C2OCC=C3CN4CCC56c7ccccc7N1C5C2C3CC46 (stereo unspecified)	1	-41	13	7	0	33	24	9	10
CCCOP(=O)(OCCC)C(NC(=O)c1cc(OC)c(OC)c(OC)c1)c1ccccc1 (stereo unspecified)	0	-6	-3.4	-26	-1	1.1	2	-4	3
CC/C(=N\Nc1cccc2ccccc12)c1c(O)[nH]c(=O)[nH]c1=O	-11	-12	-2.8	11	-3	1.4	5	-2	12
CCn1c(=O)cc(OCC(=O)N2CCC3(CC2)OCCO3)c2ccccc21	5	-8	-1.0	25	-2	0.6	9	20	2
CCC(=NCCO)c1c(O)n(C2CCCCC2)c(=O)[nH]c1=O	-1	5	-0.7	14	0	-0.2	-8	1	-1
Cc1ccc(O)c(CN2CCN(c3ccccc3)CC2)c1	-1	2	-0.5	61	3	0.1	25	12	8
O=P(C(Cl)Cl)(N1CCCCC1)N1CCCCC1	0	23	-0.3	-6	-1	0.2	0	9	4

Later entries
SMILES	FXIa inh 1536	Tb hexokinase	TNF death inh	CHOP inhibitor	Wee1 stabilizer	zVAD death inh	PPC-1+TRAIL kill	FXIIa inh	EP2 antag
Cc1ccsc1C(=O)C1CCCN(Cc2cnn(C)c2)C1 (stereo unspecified)	-1	-3	1.4	24	3	-0.5	25	7	3
CCCN(CC#CCO)CCC	1	-1	-1.6	2	0	1.9	-8	5	6
CN1CCN(c2nc3ccccc3c(=O)n2-c2ccccc2)CC1	6	-7	1.8	-14	-1	-1.0	-8	14	10
CC(=O)NN1C(=O)c2ccccc2NC1c1cccnc1 (stereo unspecified)	-9	-6	0.3	12	1	1.4	.	-2	7
COc1cc2c(cc1OC)CC[N+](C)=C2	-4	-21	-0.6	-2	1	-0.9	6	0	28
COc1ccc(CN2CCN(Cc3ccccc3)CC2)c(OC)c1	7	-3	4.0	28	0	1.0	-17	12	7
CC(C)CCn1c(N)c(C(=O)NCc2cccs2)c2nc3ccccc3nc21	2	-1	0.9	96*	1	0.5	11	-1	2
O=C(c1cc2c(s1)-c1ccccc1OC2)N1CCC2(CC1)OCCO2	-4	-29	-7.4	.	2	0.5	4	-6	.
COc1ccc(C2SCC(=O)Nc3c2c(=O)[nH]n3C2CCCCC2)cc1 (stereo unspecified)	-2	5	-1.0	20	-1	2.7	32	3	12
O=c1[nH]c(=O)n(Cc2ccc(F)cc2)c(O)c1C=Nc1ccc(Cl)cc1	5	-12	0.1	9	-1	1.1	16	7	5
CCC(=Nc1ccc2c(c1)CCC2)c1c(O)n(-c2ccc(OC)cc2)c(=O)[nH]c1=O	-4	-13	-3.0	53	-3	-0.8	3	10	6
COc1ccc(-c2nc3ccccc3c(=O)n2-c2cccnc2)cc1	2	-2	-3.2	-29	0	0.1	10	16	4
COC(=O)C1=C(N)Oc2c(c(=O)oc3ccccc23)[C@]12C(=O)N(C)c1ccccc12	-6	-3	1.1	8	-1	1.4	7	7	10
CN1C(=O)C(=Cc2coc3ccccc3c2=O)C(=O)N(C)C1=O	-3	-17	-4.0	4	3	0.2	10	10	2
O=C1NS(=O)c2cc([N+](=O)[O-])cc([N+](=O)[O-])c21 (stereo unspecified)	3	-2	0.7	13	-2	0.0	23	-10	12
CCOC(=O)C1=C(C)OC(N)=C(C#N)C12C(=O)Nc1ccc(C)cc12 (stereo unspecified)	-14	-12	-3.7	-3	1	0.1	0	-1	10
C=C1C2C[C@H](O)C(C)(C)[C@@]2(O)[C@H](O)C[C@]23C[C@@](C)(O)[C@H](CC[C@H]12)[C@H]3OC(C)=O (stereo partly specified)	2	-1	1.8	-4	-1	0.4	19	12	3
O=C1NC(=O)C(CCc2ccccn2)(Cc2ccc3c(c2)OCO3)C(=O)N1CCc1ccccc1 (stereo unspecified)	1	7	-1.8	19	2	-0.4	0	11	24
COc1cccc(N2C(=O)NC(=O)C3(Cc4cc(C)ccc4N(C)C3)C2=O)c1 (stereo unspecified)	3	-4	-1.3	-14	-1	-0.2	-17	12	7
CCCCCc1nc2c(c(=O)c3ccccc3n2C)c(=O)n1C1CCCCCC1	2	8	-2.5	103*	-2	0.0	23	11	121*
CCN1CCN(C(=O)Cc2ccccc2OC)CC1	1	-1	0.2	0	-1	14	1	6	9
Nc1cc(Cl)c2nonc2c1[N+](=O)[O-]	1	-12	-15	108*	3	-2.9	9	7	6
CCNc1cc(N2CCN(C)CC2)ccc1[N+](=O)[O-]	0	-4	0.2	12	4	1.2	17	1	7
O=C(O)CCn1cc(C=C2C(=O)NC(=O)NC2=O)c(-c2ccc(Br)cc2)n1	-8	44	1.8	16	1	1.1	25	1	9
Cc1nnc2n1-c1ccc(Br)cc1C(c1ccccc1Cl)=NC2	-6	5	-3.9	6	-2	-0.4	13	3	9

Carrying on:
SMILES	FXIa inh 1536	Tb hexokinase	TNF death inh	CHOP inhibitor	Wee1 stabilizer	zVAD death inh	PPC-1+TRAIL kill	FXIIa inh	EP2 antag
CCOC(=O)C1C(=O)N(C)C2(C)CC1c1ccccc1O2 (stereo unspecified)	3	4	-2.0	13	-2	0.0	2	11	20
Cc1cc(C=C2C(=O)N(C)C(=S)N(C)C2=O)c(C)n1C1CCCCC1	29	-8	-1.4	15	-2	1.5	-3	16	37
COc1cc(OC)c(OC)cc1CNCCc1ccc(OC)c(OC)c1	-12	8	6.1	35	3	0.0	-16	7	8
CCCCn1c(O)c(C(C)=Nc2ccc(OCC)cc2)c(=O)[nH]c1=O	4	-12	-2.1	95*	-2	0.2	-12	8	6
N#CC1=C(N)Oc2c(c(=O)sc3ccccc23)C1c1ccncc1 (stereo unspecified)	0	-9	-3.7	3	-1	1.7	0	8	15
Cc1nn(CC(C)C)c(Cl)c1C(=O)O	1	-1	-0.3	-6	2	3.0	11	9	6
N=c1n(CCO)c2ccccc2n1Cc1ccccc1	14	7	-0.2	16	1	-0.8	9	17	14
CN(C)Cc1ccccc1OC(=O)N(C)C	-3	5	-0.4	17	-3	0.1	16	11	11
CCOC(=O)c1ccc(N=C(C)c2c(O)[nH]c(=O)[nH]c2=O)cc1	0	-34	2.0	24	-1	0.0	7	4	9
COc1ccccc1[As](=O)(O)CC(O)COc1ccc(Cl)cc1Cl (stereo unspecified)	0	-8	3.4	-3	-2	0.0	-1	8	2
Cn1c(O)c(C(c2ccncc2)c2c(O)n(C)c(=S)n(C)c2=O)c(=O)n(C)c1=S	-1	15	-0.4	21	0	0.1	11	8	23

Compound activity deposited in PubChem BioAssay by several laboratories.
